# Assay outcomes deposited in PubChem BioAssay by several laboratories.
# LRH-1 inv ag – inverse agonists of human LRH-1 (NR5A2); 360,000 compounds, 0.13% hits; AID 602396; HEK293T StAR-luciferase reporter, LRH-1 transfected, 24 h; inhibition, % at 3.6 µM; O00482;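 active means inhibition above the mean inhibition of all tested compounds plus 3 SD, cut at about 73% in these data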;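 further: 0% = DMSO wells and 100% = reporter-only cells lacking LRH-1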
# SRC1 inh – inhibitors of human steroid receptor coactivator 1 (SRC1); Q15788; 360,000 compounds, 0.12% hits; inhibition, % at 3.6 µM; HEK293 GAL4-SRC1 luciferase reporter, luminescence; AID 588354;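 active means inhibition above the campaign mean plus 3 SD, with each screening campaign given its own cutoff, cut at about 60% in these data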;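 further: 0% = DMSO treated cells and 100% = gossypol at 36 µM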
# SRC3 inh – inhibitors of human steroid receptor coactivator 3 (SRC3); Q9Y6Q9; HEK293 GAL4-SRC3 luciferase reporter, luminescence; inhibition, % at 3.6 µM; 360,000 compounds, 0.17% hits; AID 588352;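 active means inhibition above a per-campaign cutoff, the mean of all compounds plus 3 SD, cut at about 60% in these data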;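 further: 0% = DMSO-treated cells and 100% = gossypol-treated cells at 36 µM; higher means less SRC3-driven luciferase light from the GAL4 reporter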
# LMP1 NFkB inh – inhibitors of Epstein-Barr LMP1-induced NF-kappaB reporter; LMP1-induced NF-kappaB luciferase reporter cells, luminescence; inhibition, % at 12.5 µM; 350,000 compounds, 0.69% hits; AID 504558; in the data active means inhibition above about 41%;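 further: 0% = neutral control wells and 100% = reference inhibitor control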
# C8 TRAIL sens – sensitizes caspase-8 expressing cells to TRAIL | NB7+C8 cells + TRAIL, ATPlite viability luminescence | inhibition (viability loss, TRAIL sensitization), % at 10 µM | 360,000 compounds, 1% hits | AID 624354;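 active means compounds causing at least 50% loss of cell viability in the single-dose screen, relative to plate controls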
# TWEAK Fn14 block – inhibitors of TWEAK-Fn14 interaction signaling. TWEAK-stimulated Fn14 reporter cells, luciferase luminescence, 8 h. 360,000 compounds, 2% hits. inhibition, % at 10 µM; in the data active means inhibition above about 50%
# TROY signal inh – TROY signaling inhibition; Q293 LMP1-TROYcd NF-kB luciferase reporter, 4 h; 360,000 compounds, 0.98% hits; inhibition, % at 10 µM;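 active means compounds whose plate-normalised and pattern-corrected inhibition of the luciferase reporter signal at the single screening dose is 50% or more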
# NCOA2 inhibitor – inhibits human steroid receptor coactivator 2 | inhibition, % at 9 µM | 370,000 compounds, 0.17% hits | HEK293 GAL4-SRC2 luciferase reporter, luminescence;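 active means inhibition above the mean inhibition of all tested compounds plus 3 SD, set per campaign, cut at about 52% in these data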;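 further: 0% = DMSO treated cells and 100% = cells given Gossypol at 36 µM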
# Target sequence (Q15596 whole entry, looked up, the tested form may be a part): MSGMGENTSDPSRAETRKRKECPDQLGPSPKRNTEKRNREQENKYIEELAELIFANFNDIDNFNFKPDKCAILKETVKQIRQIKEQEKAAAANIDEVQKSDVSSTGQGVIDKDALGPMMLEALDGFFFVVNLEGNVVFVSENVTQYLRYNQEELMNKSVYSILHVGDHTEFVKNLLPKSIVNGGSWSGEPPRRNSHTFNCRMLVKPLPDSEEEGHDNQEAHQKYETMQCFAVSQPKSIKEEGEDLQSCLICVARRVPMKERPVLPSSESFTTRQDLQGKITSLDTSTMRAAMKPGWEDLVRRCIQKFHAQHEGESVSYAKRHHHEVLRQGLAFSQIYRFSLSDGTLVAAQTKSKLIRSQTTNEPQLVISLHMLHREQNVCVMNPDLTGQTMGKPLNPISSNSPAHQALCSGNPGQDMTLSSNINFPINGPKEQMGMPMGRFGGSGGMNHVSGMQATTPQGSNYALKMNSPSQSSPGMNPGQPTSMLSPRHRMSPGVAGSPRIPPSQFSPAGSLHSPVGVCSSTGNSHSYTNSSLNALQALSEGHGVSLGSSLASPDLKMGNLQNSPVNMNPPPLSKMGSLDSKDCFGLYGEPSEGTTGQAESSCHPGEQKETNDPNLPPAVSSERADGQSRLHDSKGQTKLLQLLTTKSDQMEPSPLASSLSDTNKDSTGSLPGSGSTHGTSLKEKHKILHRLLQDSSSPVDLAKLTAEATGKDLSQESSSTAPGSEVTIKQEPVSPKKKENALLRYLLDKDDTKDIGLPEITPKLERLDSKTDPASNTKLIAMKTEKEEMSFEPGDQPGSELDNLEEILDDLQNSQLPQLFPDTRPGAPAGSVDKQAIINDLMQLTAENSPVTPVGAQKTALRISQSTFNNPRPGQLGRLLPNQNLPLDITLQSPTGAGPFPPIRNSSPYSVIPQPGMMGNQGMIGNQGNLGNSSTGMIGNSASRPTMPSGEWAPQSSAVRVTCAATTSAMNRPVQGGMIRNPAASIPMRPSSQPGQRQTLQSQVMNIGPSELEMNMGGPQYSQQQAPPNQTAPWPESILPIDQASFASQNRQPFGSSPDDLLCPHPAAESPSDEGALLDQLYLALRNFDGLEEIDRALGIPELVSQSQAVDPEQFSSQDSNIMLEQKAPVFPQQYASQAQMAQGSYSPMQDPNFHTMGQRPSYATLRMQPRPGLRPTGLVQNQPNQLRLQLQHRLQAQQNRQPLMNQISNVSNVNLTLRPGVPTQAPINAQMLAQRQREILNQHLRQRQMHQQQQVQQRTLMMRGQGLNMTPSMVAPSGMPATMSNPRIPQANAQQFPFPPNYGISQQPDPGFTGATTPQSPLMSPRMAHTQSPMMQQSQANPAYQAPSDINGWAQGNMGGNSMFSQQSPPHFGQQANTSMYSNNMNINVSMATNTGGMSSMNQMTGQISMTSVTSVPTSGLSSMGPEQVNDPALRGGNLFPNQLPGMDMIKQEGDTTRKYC
# COUP-TFII inh – blocks human COUP-TFII nuclear receptor | P24468 | HEK293T NGFI-A luciferase reporter, luminescence | inhibition, % at 8.6 µM | 370,000 compounds, 0.7% hits | AID 686940;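 active means inhibition above a per-plate cutoff, mean inhibition of test wells between control levels plus 3 SD, cut at about 38% in these data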;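 further: cells cotransfected with COUP-TFII expression vector driving the NGFI-A reporter; 0% = median of COUP-TF2 test wells and 100% = reporter-only cells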
# NOD2-RIPK2 inh – inhibitors of human NOD2-RIPK2 interaction; CHO BLA complementation NOD2-RIPK2, CCF4 ratio; inhibition, % at 4.98 µM; 360,000 compounds, 0.38% hits; AID 624267; in the data active means inhibition above about 21%;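 further: 0% = vehicle only and 100% = reference blocker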
# TLR9-MyD88 inh – TLR9-MyD88 interaction inhibition; Q9NR96+Q99836; CHO BLA complementation TLR9-MyD88, CCF4 FRET ratio; inhibition, % at 4.98 µM; 340,000 compounds, 0.21% hits; AID 504734;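 active means inhibition above the mean over all tested compounds plus 3 SD, cut at about 21% in these data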;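 further: 0% = DMSO only wells and 100% = clavulanate BLA inhibitor control wells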
# Numbers without * were called inactive; nt = no result given. A portion of the library. The share of hits here may be higher or lower than overall.
SMILES,LRH-1 inv ag,SRC1 inh,SRC3 inh,LMP1 NFkB inh,C8 TRAIL sens,TWEAK Fn14 block,TROY signal inh,NCOA2 inhibitor,COUP-TFII inh,NOD2-RIPK2 inh,TLR9-MyD88 inh
NS(=O)(=O)c1ccc(NC(=O)CN(C(=O)C(F)(F)F)C2CCCC2)cc1,13,-22,-26,-4,-12,6,-11,-11,-7,-8,2
NC(=O)c1ccc(Nc2nc(C(N)c3ccccc3Cl)cs2)cc1 (stereo unspecified),-14,11,-27,nt,-7,10,6,-8,0,-13,nt
Cc1cccc(NC(=O)C(=O)NCC2CCCO2)c1 (stereo unspecified),-79,-101,-57,-6,-11,-11,-37,-23,-37,4,4
COc1ccc(CNC(=O)C2Cc3c(-c4ccccc4)ccnc3O2)cc1OC (stereo unspecified),5,11,-9,nt,-10,4,9,-56,5,-8,nt
COC(=O)c1sc(NC(=O)c2cc(C)on2)nc1C,-31,-36,-18,9,-15,-19,-27,-22,-13,-12,-7
O=C1C2CC=C(Cl)CC2C(=O)N1CC1Cc2ccccc2CO1 (stereo unspecified),6,-9,12,3,-14,-3,-6,nt,nt,3,3
CCOC(=O)c1sc(NC(=O)CN(CC(C)C)CC(C)C)c(C(=O)OCC)c1C,-15,8,-4,8,8,11,-4,8,20,-8,-5
O=C(NCCCNC(=O)C(F)(F)C(F)F)C(F)(F)C(F)F,10,-12,-26,11,9,6,-4,2,11,-9,5
Cc1cc(-c2ccc(C(=O)O)s2)cnc1N,-5,-25,-1,-12,-3,-15,-76,-4,-21,6,-2
CCOc1cc2[nH]c(=S)n(CCN3CCCCC3C)c(=O)c2cc1OCC (stereo unspecified),9,-32,-8,-6,1,-3,2,-3,20,0,0
Cc1nc2ccc(NC(=O)c3cccc(S(=O)(=O)N4CC(C)OC(C)C4)c3)cc2s1 (stereo unspecified),-26,-9,-34,1,10,4,21,3,29,-7,-2
COc1ccc(S(=O)(=O)NC(C)C(=O)NC2CC2)cc1C (stereo unspecified),6,-13,-7,-4,-9,-13,-1,-16,-13,8,-5
NC(=O)Cc1nc(-c2ccccc2)cs1,0,-19,-4,7,-3,8,-17,-24,-9,-3,10
CCC(=O)N1CCN(c2ccnc3cc(Cl)ccc23)CC1,1,23,35,24,-3,-12,14,32,5,9,-6
CCOC(=O)N1C(=O)NC(=O)C1c1ccc(OC)cc1 (stereo unspecified),-11,-8,-12,-11,0,20,-2,-5,-15,-5,-4
CCC(=O)N(Cc1cc(=O)[nH]c2ccccc12)c1ccc(OC)cc1,-13,-14,-6,-3,-13,31,3,8,23,4,5
CCCOc1ccc(C(=O)Nc2ccccc2[N+](=O)[O-])cc1,-95,-82,-72,-29,13,-21,-42,-24,-52,-5,1
Cn1ccc(-c2ccccc2)c(C#N)c1=O,-6,-11,17,4,-11,-3,-3,11,3,2,-4
COc1ccccc1C(=O)NNC(=O)c1cccc(O)c1,-129,-114,-162,8,50*,39,-11,-51,-60,-2,-6
O=C(Nc1cccc(C(F)(F)F)c1)Nc1nnc([C@H]2C[C@H](O)[C@@H](CO)O2)s1,14,0,7,nt,-7,31,-11,10,-8,-6,nt
N#C/C(=C(/O)CN1CCCCC1)c1nc(-c2ccc(Cl)cc2)cs1,-98,-66,-63,-8,-10,-13,-26,-34,-10,1,-13
CN(C)S(=O)(=O)c1cccc(NC(=O)COc2ccc3ccccc3c2)c1,-28,-5,4,3,-2,14,11,-13,-20,0,7
Cc1cnc(NC(=O)C2CC(=O)N(c3ccc4c(c3)OCCO4)C2)s1 (stereo unspecified),-13,8,4,1,-8,30,0,31,7,2,2
O=C(NC(=S)N1CCN(c2ccc(F)cc2)CC1)c1cccs1,-11,-21,-23,2,3,3,-3,2,13,0,-3
CCOC(=O)C(CC(=O)O)NCc1ccco1 (stereo unspecified),-27,-31,5,-20,18,-11,9,8,-15,-4,5
O=c1ccc2ccccc2n1Cc1cccc(F)c1,-17,7,-8,-2,-10,-16,-11,-34,-3,-13,-6
COc1ccc(NC(=O)Nc2ccccc2F)c([N+](=O)[O-])c1,-37,-31,-47,-10,6,9,-36,-29,-15,-13,-3
CC1=C(C(=O)NCc2ccccc2)C(c2ccc(C)o2)n2ncnc2N1 (stereo unspecified),-1,-7,10,4,-10,4,4,-2,-8,-2,1
COc1ccc(-c2cc(C(=O)NCCCN3CCCC3=O)c3ccccc3n2)cc1,-6,-13,-24,1,5,-19,-19,-3,-14,-8,-2
CN(c1ccc(C(=O)N2CCN(Cc3ccccc3)CC2)cc1)S(=O)(=O)c1ccccc1,11,6,-3,-2,-2,14,3,4,19,5,-7
Cc1ccnc2ccc(-c3nc4ccccc4o3)cc12,-59,-57,-81,-50,10,-5,-22,-64,-26,7,-7
CCOc1ccc(S(=O)(=O)N2CCCCC2)cc1NC(=O)CCc1ccc(OC)cc1,4,-1,-7,2,-5,10,-13,-10,4,5,-14
O=C(Nc1ccc2sc3ccccc3c(=O)c2c1)c1ccccc1Cl,-96,-92,-98,-28,45,-13,-27,-51,-45,4,-2
Cc1ccccc1C(=O)Nc1ccnn1C1CCN(CC2CC=CCC2)CC1 (stereo unspecified),18,2,3,-5,6,-5,-13,-17,19,-9,3
CC(C)Oc1ccc(C(CC(=O)NCCCN(C)C)c2ccc(F)cc2)cc1 (stereo unspecified),20,-1,11,3,-7,-5,6,12,-1,-1,4
Nc1ccc2c(c1)C(=O)c1ccc(Cl)cc1-2,21,-4,-16,0,5,11,-22,-22,-9,-7,-13
CSc1ccccc1NC(=O)c1ccccn1,-21,-2,-14,2,-5,-13,-25,-42,-28,-7,-13
COc1ccc(Oc2nc(-c3ccccn3)ncc2OC)cc1,-6,-10,21,9,-4,-2,4,-6,25,-2,-6
COc1ccccc1Nc1nc2ccc(C)cc2n2cnnc12,10,-2,-36,-10,1,-29,-47,-24,-18,2,1
C/C(=N/NS(=O)(=O)c1ccc(C)c(C)c1)c1c[nH]c2ccccc12,0,-37,-13,0,-18,2,-12,7,-7,-10,-5
C[C@@H]1CN([C@@H](C)CO)C(=O)CCCn2nncc2CO[C@@H]1CN(C)C(=O)Nc1ccccc1C(F)(F)F,15,9,13,2,-17,10,2,-18,-5,1,-2
CN(C(=O)c1ccc(NC(=O)Cc2ccc(NC(=O)C3CCN(C(=O)C4CCC4)CC3)cc2)cc1)C1CC1,8,3,0,-3,-2,-9,-9,-1,8,-4,-2
C/C(=N\NS(=O)(=O)c1ccc(Br)cc1)c1ccc2c(c1)OCO2,3,-22,-2,-1,6,9,4,21,8,1,-4
COc1ccc(/C=C2\Oc3cc(OC(=O)N4CCOCC4)ccc3C2=O)cc1,11,11,9,-2,-1,6,7,-13,12,-2,5
O=S1(=O)C=C(SCCN2CCCCC2)c2ccccc21,-20,-14,-8,12,6,-22,-13,-21,-4,9,4
CCCCOc1ccc(C(=O)NCC(=O)NCC2CCCO2)cc1 (stereo unspecified),-22,2,0,1,-17,14,-9,-22,-5,8,1
CC(Oc1ccccc1)C(=O)OCC(=O)Nc1sccc1C(N)=O (stereo unspecified),5,3,9,3,3,0,11,-11,8,6,0
O=C(OCc1cc(=O)oc2cc(O)ccc12)c1cc(S(=O)(=O)N2CCOCC2)ccc1F,-27,-20,0,-5,68*,-11,16,-12,-58,7,5
CC(C(=O)O)(C1CCCCC1)C1(O)CCCCC1 (stereo unspecified),6,11,14,nt,-5,11,6,-47,0,-12,nt
CCNc1nc(NCC)nc(Oc2ccc(C(=O)OC)cc2)n1,-5,-2,2,-3,-4,7,8,0,-11,-4,-4
CCN1C(=O)C(=O)N(CC(=O)Nc2ccccc2OC(F)F)C1=O,9,-9,8,0,-8,-2,-7,-8,-7,1,0
CCN1CCN(C(=O)c2ccc(COc3ccc(Cl)cc3)o2)CC1,-3,3,9,3,4,2,-14,-11,0,2,1
O=C(Nc1ccccc1)C1=C[C@@H](c2ccc(Br)cc2)C[C@@H](OCc2ccc(CO)cc2)O1,21,-4,-7,-29,8,-4,14,-7,-20,4,6
C=CCOc1ccc2ccccc2c1/C=N/O,-10,-3,5,12,-3,11,-18,-2,-1,-4,4
COc1c(O)ccc(/C=N/NC(=O)c2ccc3c(c2)OCCO3)c1[N+](=O)[O-],-85,-72,-62,-1,6,-24,-58,-58,-18,5,5
CC(C)(C)C(=O)CN1C(=O)NC2(CCOc3ccccc32)C1=O (stereo unspecified),26,-18,6,-1,4,-3,14,-20,5,-3,-9
O=C1c2ccccc2C(=O)N1CCSC(=S)N1CCOCC1,-62,-79,-44,-9,6,-9,-66,-43,-11,-2,3
O=C(Cn1cnc2ccccc21)N/N=C/c1ccccc1,-15,6,0,9,1,7,-14,-12,-7,-3,2
CC(=O)c1c(C)n(CCc2ccc(Cl)cc2)c2ccc(O)cc12,-7,10,0,6,-2,-1,16,-5,-9,-5,-1
CC1(C(=O)NCc2ccc(Cl)c(Cl)c2)Oc2cccnc2NC1=O (stereo unspecified),6,2,9,7,2,0,0,-8,5,2,3

# Remaining list, next part
SMILES,LRH-1 inv ag,SRC1 inh,SRC3 inh,LMP1 NFkB inh,C8 TRAIL sens,TWEAK Fn14 block,TROY signal inh,NCOA2 inhibitor,COUP-TFII inh,NOD2-RIPK2 inh,TLR9-MyD88 inh
COc1cccc(C2=NOC(C(=O)NCC3CCCO3)C2)c1 (stereo unspecified),-8,-5,10,-3,-17,-6,-16,-10,-10,-2,0
CCCN(CCC)CCCNC(=O)Cn1cnc2sc(C)c(S(=O)(=O)N3CCC(C)CC3)c2c1=O,-1,-3,-2,2,-6,40,-1,5,5,6,-15
O=C(O)c1ccc(OCc2occc2C(=O)O)cc1,6,7,-6,-5,-6,16,-3,23,-11,-8,-7
COCCNC(=O)C(=O)NCC1CCCN1S(=O)(=O)c1cccs1 (stereo unspecified),-10,-13,7,1,-6,7,0,-25,3,-10,-7
C=CCc1c(NCCO)nc(C)[nH]c1=O,-21,-28,13,6,-5,6,6,nt,nt,-7,-11
Cc1ccc(Cl)cc1NC(=S)N(Cc1cccnc1)Cc1ccccc1Cl,9,-22,19,1,9,25,10,14,13,9,9
Cc1c(Cc2ccccc2)c(=O)oc2cc(OCC(=O)NC(Cc3ccc(Cl)cc3)C(=O)O)ccc12 (stereo unspecified),-7,0,5,0,-18,2,8,-10,2,-6,5
CNC[C@H](CC1CCCCC1)NC[C@H](CO)NCC1(c2ccccc2)CC1,7,-5,-19,-9,-6,-2,6,-2,-15,-6,2
CC1CCN(C(=O)COC(=O)c2nn(C)c(=O)c3ccccc23)CC1,-1,-12,-12,3,13,-24,11,-6,-3,-5,-4

# Rewritten bar-delimited: 3 of the compounds above.
Molecule | LRH-1 inv ag | SRC1 inh | SRC3 inh | LMP1 NFkB inh | C8 TRAIL sens | TWEAK Fn14 block | TROY signal inh | NCOA2 inhibitor | COUP-TFII inh | NOD2-RIPK2 inh | TLR9-MyD88 inh
COc1cccc(C2=NOC(C(=O)NCC3CCCO3)C2)c1 (stereo unspecified) | -8 | -5 | 10 | -3 | -17 | -6 | -16 | -10 | -10 | -2 | 0
CCCN(CCC)CCCNC(=O)Cn1cnc2sc(C)c(S(=O)(=O)N3CCC(C)CC3)c2c1=O | -1 | -3 | -2 | 2 | -6 | 40 | -1 | 5 | 5 | 6 | -15
O=C(O)c1ccc(OCc2occc2C(=O)O)cc1 | 6 | 7 | -6 | -5 | -6 | 16 | -3 | 23 | -11 | -8 | -7
